Mcl-1 Bim block = human Bim-Mcl-1 interaction inhibition. Q07820. Bead-based flow cytometry, Bim peptide-Mcl-1 binding. inhibition, % at 10 µM. hit rate 0.1% among 190,000. AID 1009;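 further: 0% = no compound tracer wells and 100% = peptide blocker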
RGS4-Gao reg = modulates binding of RGS4 to human Galphao. Multiplexed bead flow cytometry; actives lie on both sides. AID 1415. binding response (% of control), % at 10 µM. hit rate 0.33% among 220,000; in the data active means binding response below about 49% or above about 150%; inactive means in between;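 further: fluorescent Galphao activated with aluminum fluoride binding bead-coupled RGS4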
Target sequence (P09471 whole entry, looked up): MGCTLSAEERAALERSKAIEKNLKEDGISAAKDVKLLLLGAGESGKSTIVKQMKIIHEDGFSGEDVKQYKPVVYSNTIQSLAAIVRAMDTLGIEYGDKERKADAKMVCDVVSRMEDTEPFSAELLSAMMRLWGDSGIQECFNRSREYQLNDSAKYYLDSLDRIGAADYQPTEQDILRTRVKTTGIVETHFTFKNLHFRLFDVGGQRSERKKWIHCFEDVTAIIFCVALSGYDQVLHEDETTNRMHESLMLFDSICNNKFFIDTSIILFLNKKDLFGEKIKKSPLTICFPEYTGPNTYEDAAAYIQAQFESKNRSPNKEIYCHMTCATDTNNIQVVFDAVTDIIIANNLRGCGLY
Mcl1 Noxa PPI = disrupts binding of human Mcl-1 to Noxa peptide; hit rate 1.5% among 220,000; inhibition, % at 21.7 µM; TR-FRET Mcl-1/Noxa peptide binding, 2 h; Q07820;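 active means compounds that cut the protein-peptide binding signal by more than 50% relative to plate controls in a single-dose test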;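 further: His-tagged Mcl-1 with rhodamine Noxa BH3 peptide and terbium anti-His antibody; 0% = Mcl-1 plus Noxa peptide wells and 100% = peptide-only wells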
RGS8-Gao = modulates binding of RGS8 to human Galphao; P09471; multiplexed bead flow cytometry; actives lie on both sides; response (percent of control binding), % at 10 µM; hit rate 0.34% among 220,000; AID 1423; in the data active means response below about 60% or above about 140%; inactive means in between;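 further: Galphao activated as the GDP aluminium fluoride complex binding bead-coupled RGS8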
Bcl-2 Bim block = disrupts Bim peptide binding to human Bcl-2. hit rate 0.06% among 190,000. P10415. Bead-based flow cytometry, Bim peptide-Bcl-2 binding. AID 950. inhibition, % at 10 µM; in the data active means inhibition above about 40%; inconclusive means no clear call, values can overlap the other calls;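 further: 0% = no compound wells with probe peptide and 100% = reference peptide inhibitor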
Target sequence (P10415 whole entry, looked up): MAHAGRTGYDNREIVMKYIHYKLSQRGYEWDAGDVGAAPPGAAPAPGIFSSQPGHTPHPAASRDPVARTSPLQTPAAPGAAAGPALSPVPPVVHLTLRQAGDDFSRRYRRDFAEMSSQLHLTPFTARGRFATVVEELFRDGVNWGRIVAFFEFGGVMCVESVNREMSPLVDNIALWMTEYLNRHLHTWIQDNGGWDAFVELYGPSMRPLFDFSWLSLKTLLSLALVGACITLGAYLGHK
Bim-Bcl-W = disrupts Bim peptide binding to human Bcl-W. hit rate 0.02% among 190,000. Q92843. AID 952. inhibition, % at 10 µM. bead-based flow cytometry;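 further: 0% = bound tracer without compound and 100% = peptide blocker; higher means less fluorescent Bim peptide bound to Bcl-W beads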
Bim-Bfl-1 = disrupts Bim binding to human Bfl-1. AID 1008. hit rate 0.12% among 190,000. inhibition, % at 10 µM. Bead-based flow cytometry, Bim-Bfl-1 binding inhibition. Q16548;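 further: 0% = wells without compound plus tracer and 100% = blocker peptide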
Bim-Bcl-B = human Bim-Bcl-B interaction inhibition | hit rate 0.073% among 190,000 | Q9HD36 | bead-based flow cytometry, Bim peptide-Bcl-B binding | inhibition, % at 10 µM | AID 951;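 further: 0% = tracer peptide without compound and 100% = reference inhibitor peptide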
Target sequence (Q9HD36 whole entry, looked up): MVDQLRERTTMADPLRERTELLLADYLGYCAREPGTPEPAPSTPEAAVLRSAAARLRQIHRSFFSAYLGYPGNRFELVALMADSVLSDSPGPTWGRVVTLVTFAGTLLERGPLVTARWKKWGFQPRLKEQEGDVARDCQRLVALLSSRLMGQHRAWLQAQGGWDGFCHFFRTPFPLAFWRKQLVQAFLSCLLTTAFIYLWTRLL
Bcl-XL Bim block = disrupts Bim peptide binding to human Bcl-XL; Q07817; bead flow cytometry, fluorescence; inhibition, % at 10 µM; hit rate 0.04% among 190,000
Target sequence (Q07817 whole entry, looked up): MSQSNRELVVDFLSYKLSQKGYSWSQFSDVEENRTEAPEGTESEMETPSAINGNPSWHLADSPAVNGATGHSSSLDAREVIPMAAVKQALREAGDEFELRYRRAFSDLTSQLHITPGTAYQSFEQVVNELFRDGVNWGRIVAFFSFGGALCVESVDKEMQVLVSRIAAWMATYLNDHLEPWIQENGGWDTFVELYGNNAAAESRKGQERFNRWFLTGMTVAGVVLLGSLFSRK
RGS7-Gao reg = modulates binding of RGS7 to human Galphao. P09471. Multiplexed bead flow cytometry; actives lie on both sides. binding response (% of control), % at 10 µM. hit rate 0.35% among 220,000. AID 1439; in the data active means binding response below about 49% or above about 150%; inconclusive means no clear call, values can overlap the other calls; inactive means in between;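 further: fluorescent Galphao held in activated GDP-AlF4 state binding bead-coupled RGS7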
Mcl1 Bid PPI = disrupts binding of human Mcl-1 to Bid peptide | Q07820 | TR-FRET Mcl-1/Bid-Dy647 peptide binding, 1536-well | inhibition, % at 21.7 µM | hit rate 0.97% among 220,000;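 active means compounds that cut the binding signal by more than half at the single screening dose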;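 further: His-tagged Mcl-1 with europium anti-His antibody binding Bid BH3 peptide; 0% = Mcl-1 plus peptide wells and 100% = peptide-only wells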
The depositor's hits bear a star. Unless noted, no stated cut-off is given here; in the data, active means inhibition above about 40%.

For O=C(Nc1nnc(-c2ccc(F)cc2)o1)c1ccco1 the results were RGS4-Gao reg 71, Mcl1 Noxa PPI 8, RGS8-Gao 88, RGS7-Gao reg inconclusive and Mcl1 Bid PPI -40.
For Oc1ccc(/C=N/NC(=S)NCCN2CCOCC2)c(O)c1 the results were Mcl-1 Bim block -3, RGS4-Gao reg 99, Mcl1 Noxa PPI -7, RGS8-Gao 101, Bcl-2 Bim block -3, Bim-Bcl-W 3, Bim-Bfl-1 -2, Bim-Bcl-B -27, Bcl-XL Bim block -2, RGS7-Gao reg inconclusive and Mcl1 Bid PPI -55.
For O=[N+]([O-])c1ccccc1/C=N/Nc1nc(N2CCCC2)nc(N2CCCC2)n1 the results were Mcl-1 Bim block -3, RGS4-Gao reg 98, Mcl1 Noxa PPI 20, RGS8-Gao 100, Bcl-2 Bim block -4, Bim-Bcl-W -2, Bim-Bfl-1 -5, Bim-Bcl-B -6, Bcl-XL Bim block -3, RGS7-Gao reg 99 and Mcl1 Bid PPI -17.
For COc1ccc(/C=C2/SC(=O)N(CCNC(=O)C3CCCN3C(=O)c3cccs3)C2=O)cc1 (centres undefined) the results were Mcl-1 Bim block -5, RGS4-Gao reg 103, Mcl1 Noxa PPI 7, RGS8-Gao 101, Bcl-2 Bim block 0, Bim-Bcl-W -3, Bim-Bfl-1 -3, Bim-Bcl-B -6, Bcl-XL Bim block -6, RGS7-Gao reg 103 and Mcl1 Bid PPI -35.
For CCC1C(C#N)=C(N)OC2=C1C(=O)CC(C)(C)C2 (centres undefined) the results were RGS4-Gao reg 105, Mcl1 Noxa PPI -7, RGS8-Gao 108, Bcl-2 Bim block inconclusive, RGS7-Gao reg 102 and Mcl1 Bid PPI -16.
`CC1CC(C(F)(F)F)n2ncc(C(=O)O)c2N1` (centres undefined) gave Mcl-1 Bim block 0, RGS4-Gao reg 104, Mcl1 Noxa PPI 2, RGS8-Gao 100, Bcl-2 Bim block 0, Bim-Bcl-W 0, Bim-Bfl-1 0, Bim-Bcl-B 0, Bcl-XL Bim block -1, RGS7-Gao reg 101 and Mcl1 Bid PPI -12.
CCOC(=O)c1[nH]c(C)c(C(=O)N2CCN(c3ccccc3)CC2)c1C was read as Mcl-1 Bim block -2, RGS4-Gao reg 99, Mcl1 Noxa PPI 23, RGS8-Gao 100, Bcl-2 Bim block -7, Bim-Bcl-W 4, Bim-Bfl-1 -10, Bim-Bcl-B -8, Bcl-XL Bim block -7, RGS7-Gao reg 100 and Mcl1 Bid PPI -27.
For CC1=C(CC(=O)c2ccc(Cl)cc2)C(=O)c2ccccc2C1=O the results were Mcl-1 Bim block -2, RGS4-Gao reg 103, Mcl1 Noxa PPI -6, RGS8-Gao 103, Bcl-2 Bim block -9, Bim-Bcl-W 0, Bim-Bfl-1 -17, Bim-Bcl-B -9, Bcl-XL Bim block -9, RGS7-Gao reg 98 and Mcl1 Bid PPI -14.
Screening Cc1ccc(-c2sc(C(=O)NN)c(C)c2C#N)cc1 returned RGS4-Gao reg 98, Mcl1 Noxa PPI -5, RGS8-Gao 97, RGS7-Gao reg inconclusive and Mcl1 Bid PPI -52.
Screening Cc1cc(C)c2[nH]c(=O)c(CN(CC3CCCO3)C(=O)c3cnccn3)cc2c1 (centres undefined) returned Mcl-1 Bim block -3, RGS4-Gao reg 99, Mcl1 Noxa PPI 15, RGS8-Gao 100, Bcl-2 Bim block -5, Bim-Bcl-W -2, Bim-Bfl-1 -5, Bim-Bcl-B -6, Bcl-XL Bim block -25, RGS7-Gao reg 99 and Mcl1 Bid PPI 17.
For CCS(=O)(=O)Nc1ccccc1C(N)=O the results were Mcl-1 Bim block 0, RGS4-Gao reg 113, Mcl1 Noxa PPI 7, RGS8-Gao 111, Bcl-2 Bim block -2, Bim-Bcl-W 0, Bim-Bfl-1 -5, Bim-Bcl-B -4, Bcl-XL Bim block 0, RGS7-Gao reg inconclusive and Mcl1 Bid PPI -13.
Screening O=[N+]([O-])c1cccc(N=Cc2sc3ccccc3c2O)c1 returned Mcl-1 Bim block 0, RGS4-Gao reg 99, Mcl1 Noxa PPI 59*, RGS8-Gao 99, Bcl-2 Bim block -3, Bim-Bcl-W -1, Bim-Bfl-1 -4, Bim-Bcl-B -4, Bcl-XL Bim block -4, RGS7-Gao reg 103 and Mcl1 Bid PPI 38.
`CS(=O)(=O)c1cnc(-c2ccccc2)nc1Oc1ccc(Cl)cc1` gave Mcl-1 Bim block -4, RGS4-Gao reg 100, Mcl1 Noxa PPI -1, RGS8-Gao 102, Bcl-2 Bim block -9, Bim-Bcl-W -4, Bim-Bfl-1 0, Bim-Bcl-B -3, Bcl-XL Bim block -3, RGS7-Gao reg 96 and Mcl1 Bid PPI -5.
COc1ccc(OC)c(C2=NO[C@@H]3C(=O)N(c4cc(Cl)ccc4OC)C(=O)[C@H]23)c1 was read as Mcl-1 Bim block -2, RGS4-Gao reg 105, Mcl1 Noxa PPI -2, RGS8-Gao 104, Bcl-2 Bim block 0, Bim-Bcl-W 0, Bim-Bfl-1 0, Bim-Bcl-B 0, Bcl-XL Bim block -4, RGS7-Gao reg 98 and Mcl1 Bid PPI 4.
Screening CC1CC(C)(C)NC(=S)N1CCCC(=O)Nc1ccc(Br)cc1 (centres undefined) returned Mcl-1 Bim block 0, RGS4-Gao reg 97, Mcl1 Noxa PPI 15, RGS8-Gao 99, Bcl-2 Bim block -5, Bim-Bcl-W -3, Bim-Bfl-1 -4, Bim-Bcl-B -11, Bcl-XL Bim block -5, RGS7-Gao reg inconclusive and Mcl1 Bid PPI -32.
Screening O=C(/C=C/c1ccccc1)Nc1nnc(SCC(=O)c2ccc3ccccc3c2)s1 returned Mcl-1 Bim block -1, RGS4-Gao reg 107, Mcl1 Noxa PPI 8, RGS8-Gao 103, Bcl-2 Bim block -6, Bim-Bcl-W -5, Bim-Bfl-1 -13, Bim-Bcl-B -9, Bcl-XL Bim block -7, RGS7-Gao reg 93 and Mcl1 Bid PPI -12.
Screening OC(Cn1cccn1)c1ccccc1 (centres undefined) returned Mcl-1 Bim block -6, RGS4-Gao reg 99, Mcl1 Noxa PPI 19, RGS8-Gao 101, Bcl-2 Bim block -13, Bim-Bcl-W -4, Bim-Bfl-1 -14, Bim-Bcl-B -9, Bcl-XL Bim block -10, RGS7-Gao reg 100 and Mcl1 Bid PPI 9.
Screening Cc1nnc(SCC(=O)N2CCN(S(=O)(=O)c3ccccc3)CC2)s1 returned Mcl-1 Bim block -1, RGS4-Gao reg 100, Mcl1 Noxa PPI -6, RGS8-Gao 101, Bcl-2 Bim block -4, Bim-Bcl-W -4, Bim-Bfl-1 -4, Bim-Bcl-B -4, Bcl-XL Bim block -3, RGS7-Gao reg 99 and Mcl1 Bid PPI -23.
`CC(=O)/C(C#N)=C1\NC(=O)C(Cc2ccc(C)c(C)c2)S1` (centres undefined) gave Mcl-1 Bim block -1, RGS4-Gao reg 101, Mcl1 Noxa PPI 5, RGS8-Gao 99, Bcl-2 Bim block -7, Bim-Bcl-W 0, Bim-Bfl-1 -17, Bim-Bcl-B -10, Bcl-XL Bim block -10, RGS7-Gao reg 100 and Mcl1 Bid PPI 4.
O=c1[nH]c2ccccc2c(O)c1-c1ccccc1[N+](=O)[O-] was read as Mcl-1 Bim block -4, RGS4-Gao reg 98, Mcl1 Noxa PPI 0, RGS8-Gao 103, Bcl-2 Bim block 0, Bim-Bcl-W -5, Bim-Bfl-1 -5, Bim-Bcl-B -5, Bcl-XL Bim block -3, RGS7-Gao reg 102 and Mcl1 Bid PPI -5.
Screening CCCC(C)C(=O)OCC(=O)Nc1c(Br)cc(C)cc1Br (centres undefined) returned Mcl-1 Bim block -1, RGS4-Gao reg 96, Mcl1 Noxa PPI 6, RGS8-Gao 97, Bcl-2 Bim block 1, Bim-Bcl-W 0, Bim-Bfl-1 0, Bim-Bcl-B -1, Bcl-XL Bim block -2, RGS7-Gao reg 92 and Mcl1 Bid PPI -32.
COc1cc(C2C(C#N)=C(N)Oc3cc(N(C)C)ccc32)cc2c1OCO2 (centres undefined) was read as Mcl-1 Bim block 2, RGS4-Gao reg 98, Mcl1 Noxa PPI -6, RGS8-Gao 100, Bcl-2 Bim block -1, Bim-Bcl-W 4, Bim-Bfl-1 -2, Bim-Bcl-B -4, Bcl-XL Bim block -2, RGS7-Gao reg 103 and Mcl1 Bid PPI -83.
CC1(C)CC(=O)C=C(Nc2ccc(C(=O)O)cc2)C1 was read as Mcl-1 Bim block 5, RGS4-Gao reg 102, Mcl1 Noxa PPI 0, RGS8-Gao 103, Bcl-2 Bim block 11, Bim-Bcl-W 0, Bim-Bfl-1 0, Bim-Bcl-B -4, Bcl-XL Bim block -4, RGS7-Gao reg 100 and Mcl1 Bid PPI -7.
Screening Cc1ccn2cc(CSc3ccccc3N)nc2c1 returned Mcl-1 Bim block -1, RGS4-Gao reg 102, Mcl1 Noxa PPI -16, RGS8-Gao 99, Bcl-2 Bim block -3, Bim-Bcl-W 1, Bim-Bfl-1 2, Bim-Bcl-B 0, Bcl-XL Bim block -2, RGS7-Gao reg 100 and Mcl1 Bid PPI -73.
`O=C1CCn2nc(-c3ccc(Cl)cc3)cc2N1` gave Mcl-1 Bim block 0, RGS4-Gao reg 89, Mcl1 Noxa PPI -16, RGS8-Gao 94, Bcl-2 Bim block -6, Bim-Bcl-W 1, Bim-Bfl-1 -7, Bim-Bcl-B -5, Bcl-XL Bim block -2, RGS7-Gao reg 86 and Mcl1 Bid PPI -2.
`Cc1cc(NC(=O)COC(=O)c2cc3c(s2)CCC(C)C3)no1` (centres undefined) gave Mcl-1 Bim block 5, RGS4-Gao reg 105, Mcl1 Noxa PPI -19, RGS8-Gao 105, Bcl-2 Bim block 6, Bim-Bcl-W 0, Bim-Bfl-1 4, Bim-Bcl-B 1, Bcl-XL Bim block 12, RGS7-Gao reg 101 and Mcl1 Bid PPI -16.
For CC(=O)c1ccc(NC(=O)COC(=O)CCc2ccc(S(=O)(=O)N3CCOCC3)cc2)cc1 the results were RGS4-Gao reg 100, Mcl1 Noxa PPI -9, RGS8-Gao 100, RGS7-Gao reg inconclusive and Mcl1 Bid PPI -10.
Screening Cc1ccc(C(=O)OCC(=O)Nc2ncc(Cl)cc2Cl)cc1NC(=O)c1ccco1 returned Mcl-1 Bim block -3, RGS4-Gao reg 98, Mcl1 Noxa PPI 34, RGS8-Gao 103, Bcl-2 Bim block -9, Bim-Bcl-W 1, Bim-Bfl-1 -6, Bim-Bcl-B -10, Bcl-XL Bim block -4, RGS7-Gao reg 97 and Mcl1 Bid PPI -23.
`Cc1cccc(C)c1NC(=S)N1CCC(N(C)CC2CCCO2)CC1` (centres undefined) gave Mcl-1 Bim block -2, RGS4-Gao reg 112, Mcl1 Noxa PPI 13, RGS8-Gao 110, Bcl-2 Bim block -3, Bim-Bcl-W -3, Bim-Bfl-1 -2, Bim-Bcl-B -1, Bcl-XL Bim block 0, RGS7-Gao reg 102 and Mcl1 Bid PPI -89.

From PubChem BioAssay
